mHTT-CaM PPI inh: mHTT-calmodulin interaction abrogation. P42858. 190,000 compounds, 3.6% hits. AlphaScreen His-mHTT/GST-CaM binding, luminescence. inhibition, % at 15 µM;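 also: 0% = both proteins with DMSO and 100% = one protein alone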
Pf apPOL inh: Pf-apPOL DNA polymerase inhibition; inhibition, % at 10 µM; Recombinant Pf-apPOL, molecular beacon fluorescence, 1.5 h; 210,000 compounds, 0.25% hits; AID 1794808
* marks the source's active call; other numbers are inactive results; . = not tested or not shown; & = joins results of further samples. Rule as the data show it: active = inhibition above about 50%; inactive = the rest.

SMILES	mHTT-CaM PPI inh	Pf apPOL inh
O=C(NCc1ccc(F)cc1)C1CCc2sc(C(=O)N3CCCC3)cc2C1 (configuration not stated)	3	0
Cn1cc(C(=O)NCc2ccco2)c2n[nH]c(=O)c-2c1	1	1
COc1ccc(OC)c(C2C(C(N)=O)=C(C)Nc3ncnn32)c1 (configuration not stated)	5	-1
CN(C)c1ccc(N2CC(=O)SC2=NC#N)cc1	55*	.
COc1ccc(NC(=O)C2CCCN(c3ncccc3-c3noc(C4CCC4)n3)C2)cc1 (configuration not stated)	11	-7
COc1ccc(NC(=O)CN2C(=O)NC3(CCC(C(C)(C)C)CC3)C2=O)c(OC)c1 (configuration not stated)	22	-3
Cc1oc(C2CCN(C(=O)c3ccc(F)c(Cl)c3)CC2)nc1C(=O)N1CCCCC1	13	-3
CC(O)(CNC(=O)C(=O)Nc1ccc(OC(F)(F)F)cc1)c1cccs1 (configuration not stated)	-16	-7
CCCCNC(=O)Cn1c(=O)n(-c2cccc(C(F)(F)F)c2)c(=O)c2sccc21	-2	-2
CCN(CC)C(=O)Cn1c(=O)n(-c2ccc(OC)cc2OC)c(=O)c2c(C)c(C)sc21	-3	0
COc1ccccc1-c1nc2cc(C)ccn2c1NC(=O)C(C)C	-6	3
CCOc1ccc(/C=C2/NC(=O)NC2=O)cc1OC	-1	-5
COCCN=C1Nc2ccccc2NC12CCCN(C(=O)c1cc(-c3ccccc3)n[nH]1)C2 (configuration not stated)	67*	-4
CCCOc1ccc(-c2nn(-c3ccccc3)cc2/C=c2\sc3nc(=O)c(C)nn3c2=O)cc1	0	-4
Nc1ccc(NS(=O)(=O)c2ccc(N)cc2)cc1	-2	-1
CC1Cc2ccccc2N1c1ncnc(N)c1[N+](=O)[O-] (configuration not stated)	10	-1
O=C(Nc1cccc(-c2nnc(-c3ccco3)o2)c1)c1ccccc1[N+](=O)[O-]	22	-9
Cc1ccc(NC(=O)N2CCC(c3nc(C(=O)N(C)C)c(C)o3)CC2)cc1	-3	-7
O=C(Nc1ccc(NC(=O)c2cccc(F)c2)cc1)c1cccc(F)c1	5	5
COC(=O)c1ccccc1C(=O)N1CCN(c2nc3ccc(SC)cc3s2)CC1	11	-21
O=C(Nc1ccc(F)cc1)C1CCC(CNS(=O)(=O)c2ccc(Br)s2)CC1 (configuration not stated)	-3	-6
Cc1nn(C)cc1S(=O)(=O)NCCCN1CCOCC1	-5	-10
O=C(COc1ccccc1)N1CCCCC1c1nncn1CC1CC1 (configuration not stated)	-5	2
COc1ccccc1C(=O)Nc1c2c(nn1-c1ccc(Cl)cc1)CS(=O)(=O)C2	6	-3
Cc1cccc(N2CCN(Cc3cc(=O)[nH]c(C(C)C)n3)CC2)c1C	-5	0
CC(=O)Nc1ccc(C(=O)NCc2ccc(C)o2)c(N2CCCCC2)c1	9	2
CN(NS(=O)(=O)c1ccc(C(F)(F)F)cc1)c1cnn(C)c(=O)c1Cl	.	0&-8
O=C(Cc1csc(Nc2cccc(C(F)(F)F)c2)n1)N1CCN(c2ncccn2)CC1	15	-4
COc1cccc(-c2nn(CC(=O)N3CCc4ccccc43)c(=O)c3nc(C)sc23)c1	-2	-5
Cc1ccc(-c2nnc3c4cnn(Cc5ccccc5)c4ncn23)cc1	-2	1
O=C(c1ccc(F)cc1)N1CCCC1c1nc(-c2ccccc2)n[nH]1 (configuration not stated)	-7	1
Cc1ccc(NC(=O)c2coc(=O)c3ccccc23)c(Br)c1	3	-1
O=C(C(C(=O)N1CCOCC1)C12CC3CC(CC(C3)C1)C2)N1CCOCC1	-1	0
Cc1ccc(NC(=O)CC2COc3ccc(Cl)cc3NC2=O)cc1C (configuration not stated)	7	3
Fc1ccc(OCc2noc(-c3ccccc3)n2)cc1	-16	1
COc1cc(CN2CCCC2c2c(C)noc2C)ccc1OCC(C)C (configuration not stated)	-17	-2
O=[N+]([O-])c1ccc(N2CCCC2)c(Cl)c1	4	-2
COc1ccc(-c2cc(C(F)(F)F)nc(SC3CC(=O)C4OCC3O4)n2)cc1 (configuration not stated)	-4	12
CCc1nnc(NC(=O)c2ccc(S(=O)(=O)N(CCOC)CCOC)cc2)o1	15	-66
COc1cc(OC)c(C2C=C(c3ccc(C)cc3)Nc3nnnn32)cc1OC (configuration not stated)	22	-5
Cc1cc(=O)[nH]c(SCC(=O)Nc2cccc(Cl)c2C)n1	-1	-3
CC(C)C(C(=O)O)N1C(=O)C2C3CC(C2C1=O)C1C(c2cccnc2)c2sc(=O)[nH]c2SC31 (configuration not stated)	-7	-7
Cc1cc(C)cc(NC(=O)Nc2ccc3nnc(C)n3c2)c1	5	5
C=CCNC(=O)C1COC2(CCCCC2)N1C(=O)c1cccc(F)c1 (configuration not stated)	3	-7
CC(C)CN(Cc1c(O)ccc2c(=O)c(-c3ccc4c(c3)OCCO4)coc12)CC(C)C	14	-3
COc1ccc(S(=O)(=O)NCCc2cccc(Cl)c2)cc1	-9	-4
O=c1[nH]c(SCCOc2ccc(Cl)cc2)nc2ccccc12	-2	-4
Cc1nccn1CCNC(=O)C1COc2ccccc2O1 (configuration not stated)	-21	-9
COc1ccc2oc(=Nc3ccc(C(N)=O)cc3)c(C(N)=O)cc2c1	5	-1
CCOc1ccccc1/C=c1\sc2nc(-c3ccccc3)nn2c1=O	0	14

New compounds follow:
SMILES	mHTT-CaM PPI inh	Pf apPOL inh
CC1=C(c2ccc(F)cc2)S(=O)(=O)N=C1N1CCCN(C(=O)C(C)C)CC1	-4	-2
CS(=O)(=O)n1c(SCC(=O)Nc2ccc(OC(F)(F)F)cc2)nc2ccccc21	24	-2
CCOc1ccc(-c2ccc(N3CCN(C(=O)Cn4cnc5ccccc54)CC3)nn2)cc1	14	-8
N#CC1=C(N)OC2=C(C(=O)CCC2)C1C1CCCCC1 (configuration not stated)	0	-4
COc1cccc(-c2cc(C3CCN(S(=O)(=O)c4ccc(C#N)cc4)CC3)[nH]n2)c1	4	-2
C=CCOc1ccc(/C=c2\sc3nc(-c4ccccc4C)nn3c2=O)cc1OC	32	-1
O=C(CC1COc2ccccc2NC1=O)NCc1cccs1 (configuration not stated)	-6	-2
C[C@@H]1CCCN1[C@H]1CS(=O)(=O)N[C@@H]1COCc1ccccc1	-2	-5
COCc1nncn1C1CCNCC1	-7	-2
O=C(c1cccc(OCC2CCCN(C(=O)C3(c4ccccc4)CC3)C2)c1)N1CCCC1 (configuration not stated)	15	-3
Cc1ccc(C(=O)N2CCCn3cc(-c4cccc(C#N)c4)nc32)cc1	24	-3
COc1ccc(CCN2CC(C(=O)NC3CCCCCC3)CC2=O)cc1OC (configuration not stated)	3	-2
O=C1CCCC2=C1C(c1ccc(Cl)cc1)n1nc(-c3cccc(O)c3)nc1N2 (configuration not stated)	36	-2
O=C1OC(c2cccc(Br)c2)=N/C1=C\c1c(F)cccc1Cl	-6	-9
COc1ccc(-n2nc(C(=O)NCC(=O)Nc3ccc(F)cc3)c3ccccc3c2=O)c(OC)c1	88*	7
O=C(Cc1ccccc1Cl)N1CCC(CCOc2cccnc2)CC1	7	-3
COc1ccc(CN2COc3ccc4c(c3C2)OC(=Cc2ccco2)C4=O)cc1OC	53*	-15
C=CCNS(=O)(=O)c1ccc(F)c(C(=O)Nc2ccc(F)c(F)c2)c1	-5	0
COc1ccc(C2C3=C(CC(C)(C)CC3=O)Nc3ccccc3N2C(C)=O)cc1OC (configuration not stated)	8	-4
CC(C(=O)NCc1ccc(Cl)cc1Cl)N(c1ccccc1)S(C)(=O)=O (configuration not stated)	-19	0
CCN(CC)CCCNC(=O)CSc1nc2nc(C)cc(C)n2n1	2	-16
O=C(NCc1ccccc1)c1cc(S(=O)(=O)N2CCc3ccccc32)ccc1F	5	0
COc1cscc1C(=O)O	.	-4
COCCC1CCN(C(=O)c2c(F)cccc2F)CC1	-6	-6
Cc1ccc(N2C(=O)CSC2c2ccc(F)cc2)cc1C (configuration not stated)	1	-3
CC1=NN(c2ccc(Cl)cc2)C(=O)C1	68*	-2
CNC(=S)N(Cc1cccs1)Cc1cccc(Cl)c1Cl	.	-1
CCS(=O)(=O)N1CCN(c2cccc(C)c2C)CC1	-10	-1
O=C(CN1C(=O)C(=O)c2ccccc21)Nc1ccccc1F	-2	-3
O=C(Cc1ccccc1)Nc1ccc(F)c(Cl)c1	-11	1

Shown as a markdown table: entries from further up
| SMILES | mHTT-CaM PPI inh | Pf apPOL inh |
| --- | --- | --- |
| O=C1OC(c2cccc(Br)c2)=N/C1=C\c1c(F)cccc1Cl | -6 | -9 |
| COc1ccc(-n2nc(C(=O)NCC(=O)Nc3ccc(F)cc3)c3ccccc3c2=O)c(OC)c1 | 88* | 7 |
| O=C(Cc1ccccc1Cl)N1CCC(CCOc2cccnc2)CC1 | 7 | -3 |
| COc1ccc(CN2COc3ccc4c(c3C2)OC(=Cc2ccco2)C4=O)cc1OC | 53* | -15 |
| C=CCNS(=O)(=O)c1ccc(F)c(C(=O)Nc2ccc(F)c(F)c2)c1 | -5 | 0 |
| COc1ccc(C2C3=C(CC(C)(C)CC3=O)Nc3ccccc3N2C(C)=O)cc1OC (configuration not stated) | 8 | -4 |
| CC(C(=O)NCc1ccc(Cl)cc1Cl)N(c1ccccc1)S(C)(=O)=O (configuration not stated) | -19 | 0 |
| CCN(CC)CCCNC(=O)CSc1nc2nc(C)cc(C)n2n1 | 2 | -16 |
| O=C(NCc1ccccc1)c1cc(S(=O)(=O)N2CCc3ccccc32)ccc1F | 5 | 0 |
| COc1cscc1C(=O)O | . | -4 |
| COCCC1CCN(C(=O)c2c(F)cccc2F)CC1 | -6 | -6 |
| Cc1ccc(N2C(=O)CSC2c2ccc(F)cc2)cc1C (configuration not stated) | 1 | -3 |
| CC1=NN(c2ccc(Cl)cc2)C(=O)C1 | 68* | -2 |
| CNC(=S)N(Cc1cccs1)Cc1cccc(Cl)c1Cl | . | -1 |
| CCS(=O)(=O)N1CCN(c2cccc(C)c2C)CC1 | -10 | -1 |
| O=C(CN1C(=O)C(=O)c2ccccc21)Nc1ccccc1F | -2 | -3 |
| O=C(Cc1ccccc1)Nc1ccc(F)c(Cl)c1 | -11 | 1 |

Continued:
SMILES	mHTT-CaM PPI inh	Pf apPOL inh
O=C(CCC1CCCC1)N1CCCN(c2nnc3ccc(C(F)(F)F)cn23)CC1	11	-4
COc1ccc(OCc2noc(-c3cccc(F)c3)n2)cc1	-10	0
O=C(NCc1ccc2c(c1)OCO2)C1CCCC1	2	0
CC(C)NC(=O)N1CCCC(c2cccc(C(=O)NCc3cccs3)c2)C1 (configuration not stated)	-3	-3
COc1ccc(CN2CCc3nc(N4CCCC4)ncc3C2)c(OC)c1	99*	1
COc1ccc(C2C=C(c3ccc(F)cc3)Nc3nnnn32)c(OC)c1 (configuration not stated)	4	-6
CC(CCc1ccccc1)NC(=O)c1ccc(F)cc1 (configuration not stated)	-7	-4
CCN1CCN(Cc2c(O)ccc3c(=O)c(-c4ccc(OC)c(OC)c4)c(C)oc23)CC1	5	-8
COc1ccc(C)cc1NC(=O)Cn1ccc2c(=O)[nH]ccc21	39	73*
Cc1noc(C)c1S(=O)(=O)NCc1ccc2c(c1)CCO2	.	2
CC1CC(=O)N(CC(=O)NCc2ccc3c(c2)OCO3)c2ccccc2S1 (configuration not stated)	-19	-5
O=C(Cc1cccnc1)NC1CCN(c2nnc3ccc(Cl)cn23)CC1	-2	-1
COc1ccc(C2C3C(=O)N(Cc4ccccc4)C(=O)C3ON2c2ccccc2)cc1 (configuration not stated)	-14	-8
Cc1nc(S(=O)(=O)NCc2ccccc2)c(C#N)c(C)c1Cl	-2	-5
O=C(/C=C1\Sc2ccccc2N(Cc2ccc(F)cc2)C1=O)N1CCCC1	19	35
CCC(=O)N(C)CCN1C(=O)CSC1c1ccc(C)cc1 (configuration not stated)	4	-4
O=C(Nc1ccc(Br)cc1)c1ccc(F)c(S(=O)(=O)NCc2ccco2)c1	15	-6
COc1ccccc1C1=NOC(C(=O)N2CCCC2)C1 (configuration not stated)	-10	-4
CNc1oc(-c2ccc(C)cc2)nc1S(=O)(=O)c1ccc(Cl)cc1	-4	2
COc1ccccc1-n1nc(C(=O)Nc2ccc(F)cc2Cl)c2ccccc2c1=O	-11	6
CN1C(=O)C(=O)C(=C(O)c2ccccc2)C1c1ccccc1 (configuration not stated)	-3	-8
Cc1[nH]nc2c1C(c1ccc(OCc3cccc(Cl)c3)cc1)CC(=O)N2 (configuration not stated)	20	-13
N#CCCN(Cc1cccnc1)C(=S)NC1CC2C=CC1C2 (configuration not stated)	.	-2
O=C(Nc1ncc(-c2ccccc2)s1)c1ccc(S(=O)(=O)N2CCCCC2)cc1	-23	2
CC1CCc2sc3ncnc(NCc4cccnc4)c3c2C1 (configuration not stated)	7	-9
CCCCN(CCCC)S(=O)(=O)c1ccc2oc(C(=O)NCc3cccnc3)c(C)c2c1	40	-12
CCN(C)C(=O)c1ccccc1N1CCC(NC(=O)c2ccc(F)cc2)CC1	15	-12
Cc1cc(C)c(C)c(OCC(O)CN2C(C)(C)CC(O)CC2(C)C)c1 (configuration not stated)	-1&-6	-5&-5
CC1CCN(Cc2cc(=O)[nH]c(C(C)C)n2)CC1	-6	-4
N#CC(=Cc1ccc(OC(=O)c2cccs2)cc1)c1ccccn1	.	-9
C=C(C)COc1ccc2c(=O)c(-c3ccccc3OC)coc2c1	-6	-7
O=C1OC(c2cccc(I)c2)=N/C1=C\c1ccc(F)cc1	6	-5
CNC(=O)C1CN(C(=O)COc2ccc(Cl)cc2C)CC12CCCC2 (configuration not stated)	5	-4
CCC(CC)NC(=O)c1ccc2[nH]c3c(c2c1)CN(C(C)=O)CC3	-2	1
Cc1ccc(-c2csc3nc(C)n(-n4c(C)ccc4C)c(=O)c23)o1	33	-2
Cc1ccc(C(=O)N2CCC(CC(=O)NCCCN(C)Cc3ccccc3)CC2)cc1	11	-7

Source: PubChem
